From PubChem
Bim-Bcl-B = inhibitors of Bim-Bcl-B interaction, human; 190,000 tested, 0.073% active; bead-based flow cytometry, Bim peptide-Bcl-B binding; inhibition, % at 10 µM; AID 951; Q9HD36;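 also: 0% = tracer peptide without compound and 100% = reference inhibitor peptide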
HRas wt GTP bind = human HRas wildtype GTP binding, change in either direction. AID 759. GTP binding activity, % at 10 µM. GST-Ras wt beads, Bodipy-FL-GTP binding, flow cytometry; actives lie on both sides. 190,000 tested, 0.14% active;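 active = GTP binding activity at least 20% away from the 100% baseline, either lowered as inhibitor or raised as activator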;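 also: 0% = unlabeled GTP competition control and 100% = no-compound control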
Target sequence (P01112 whole entry, looked up): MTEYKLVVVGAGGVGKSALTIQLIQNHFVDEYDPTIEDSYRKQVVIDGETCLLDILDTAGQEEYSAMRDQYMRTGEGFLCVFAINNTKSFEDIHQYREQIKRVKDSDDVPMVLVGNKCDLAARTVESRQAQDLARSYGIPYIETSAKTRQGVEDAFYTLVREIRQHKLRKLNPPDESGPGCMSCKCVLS
Rac1 mut GTP = human Rac1 activated mutant GTP binding change. P63000. GST-Rac1 activated beads, fluorescent GTP binding, flow cytometry; actives lie on both sides; 100% means binding = to untreated wells. percent activity (GTP binding), % at 10 µM. 190,000 tested, 0.11% active. AID 764;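 active = GTP binding at least 20 percentage points away from the 100% baseline, in either direction, so actives lie on both sides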
Bim-Bcl-2 = disrupts Bim peptide binding to human Bcl-2. 190,000 tested, 0.06% active. Bead-based flow cytometry, Bim peptide-Bcl-2 binding. P10415. AID 950. inhibition, % at 10 µM; in the data active = inhibition above about 40%;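 also: 0% = no compound wells with probe peptide and 100% = reference peptide inhibitor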
Target sequence (P10415 whole entry, looked up): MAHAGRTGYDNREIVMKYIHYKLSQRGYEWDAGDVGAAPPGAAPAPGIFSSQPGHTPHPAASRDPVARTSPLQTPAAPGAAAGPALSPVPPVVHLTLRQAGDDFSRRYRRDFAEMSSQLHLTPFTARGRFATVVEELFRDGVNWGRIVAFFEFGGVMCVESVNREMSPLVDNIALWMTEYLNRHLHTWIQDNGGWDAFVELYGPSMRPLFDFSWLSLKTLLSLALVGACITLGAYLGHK
Rab7 wt modul = modulators of GTP binding to dog Rab7 wildtype GTPase; 190,000 tested, 0.055% active; GTP binding activity (percent of control), % at 10 µM; GST-Rab7 beads, fluorescent GTP binding, flow cytometry; actives lie on both sides; untreated = 100%, excess cold GTP = 0%; AID 758;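 active = fluorescent GTP binding to Rab7 beads changed by at least 20 points from the 100% baseline, either direction, mostly lower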;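 also: median green fluorescence of bound Bodipy-FL-GTP per Rab7 bead population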
Bfl-1 Bim block = disrupts Bim binding to human Bfl-1; inhibition, % at 10 µM; Bead-based flow cytometry, Bim-Bfl-1 binding inhibition; 190,000 tested, 0.12% active; Q16548;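 also: 0% = wells without compound plus tracer and 100% = blocker peptide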
Cdc42 wt = changes GTP binding to wildtype human Cdc42; P60953; GST-Cdc42 beads, Bodipy-GTP binding, flow cytometry; actives lie on both sides; percent activity (GTP binding), % at 10 µM; AID 761; 190,000 tested, 0.2% active;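 active = percent activity GTP binding at least 20 points away from the 100% baseline, either down as inhibitor or up as activator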;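 also: median bead fluorescence of bound Bodipy-FL-GTP at 100 nM; 0% = excess unlabeled GTP control and 100% = no compound control; below 100% means less GTP binding so inhibitor and above means activator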
Target sequence (P60953 whole entry, looked up): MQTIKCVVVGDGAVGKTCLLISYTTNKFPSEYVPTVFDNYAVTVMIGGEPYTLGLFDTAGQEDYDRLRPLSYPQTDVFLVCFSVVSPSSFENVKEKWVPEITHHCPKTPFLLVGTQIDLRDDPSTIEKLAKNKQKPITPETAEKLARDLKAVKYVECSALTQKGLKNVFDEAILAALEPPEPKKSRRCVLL
Bcl-XL Bim block = human Bim-Bcl-XL interaction inhibition. 190,000 tested, 0.04% active. Bim peptide-Bcl-XL binding, bead flow cytometry, fluorescence. Q07817. inhibition, % at 10 µM
Target sequence (Q07817 whole entry, looked up): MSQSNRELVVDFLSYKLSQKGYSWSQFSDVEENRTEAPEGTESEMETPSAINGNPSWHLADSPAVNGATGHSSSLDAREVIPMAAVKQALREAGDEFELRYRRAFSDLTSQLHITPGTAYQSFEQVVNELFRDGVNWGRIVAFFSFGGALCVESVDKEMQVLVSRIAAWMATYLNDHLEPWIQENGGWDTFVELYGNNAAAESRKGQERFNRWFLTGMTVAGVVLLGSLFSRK
Rab2 wt GTP = changes GTP binding to wildtype dog Rab2A, up or down; 190,000 tested, 0.19% active; GTP binding activity, % at 10 µM; GST-Rab2 wt beads, Bodipy-GTP binding, flow cytometry; AID 760;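 active = GTP binding activity at least 20 points away from 100%, either lowered or raised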;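 also: 0% = beads with excess unlabeled GTP and 100% = no-compound control corrected for plate trend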
Bcl-W Bim block = inhibitors of Bim-Bcl-W interaction, human. inhibition, % at 10 µM. AID 952. 190,000 tested, 0.02% active. bead-based flow cytometry, Bim peptide-Bcl-W binding. Q92843;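 also: 0% = bound tracer without compound and 100% = peptide blocker; higher means less fluorescent Bim peptide bound to Bcl-W beads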
Target sequence (Q92843 whole entry, looked up): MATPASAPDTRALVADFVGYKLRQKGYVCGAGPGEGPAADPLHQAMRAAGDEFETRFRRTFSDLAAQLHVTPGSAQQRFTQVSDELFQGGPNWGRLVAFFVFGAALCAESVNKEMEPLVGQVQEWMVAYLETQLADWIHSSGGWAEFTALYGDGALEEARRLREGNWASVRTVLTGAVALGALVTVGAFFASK
Rac1 wt GTP bind = human Rac1 wildtype GTP binding, inhibitors and activators; GST-Rac1 beads, fluorescent GTP binding, flow cytometry; actives lie on both sides; 0 = cold GTP competed, 100 = untreated; 190,000 tested, 0.27% active; AID 757; GTP binding activity (% of control), % at 10 µM;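 active = GTP binding activity at least 20 points away from the 100% control level, either lower or higher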
Numbers without * were called inactive. Rule as the data show it, unless noted: active = inhibition above about 40%.

Results for O=C(CSC1=NCCN1)NC1CCCCCC1 ?
Bim-Bcl-B: -5; HRas wt GTP bind: 101; Rac1 mut GTP: 98; Bim-Bcl-2: -11; Rab7 wt modul: 99; Bfl-1 Bim block: -15; Cdc42 wt: 103; Bcl-XL Bim block: -7; Rab2 wt GTP: 100; Bcl-W Bim block: -1; Rac1 wt GTP bind: 105

What do the screens show for `CCOc1ccccc1NC=C1C(=O)OC2(CCCCC2)OC1=O`?
Bim-Bcl-B: 8; HRas wt GTP bind: 96; Rac1 mut GTP: 98; Bim-Bcl-2: 2; Rab7 wt modul: 93; Bfl-1 Bim block: 5; Cdc42 wt: 97; Bcl-XL Bim block: 2; Rab2 wt GTP: 98; Bcl-W Bim block: 5; Rac1 wt GTP bind: 100

How did Cc1cccc(CN2CCN(Cc3cccc4nonc34)CC2CCO)n1 (stereo not given) do in these assays?
Bim-Bcl-B: -5; HRas wt GTP bind: 99; Rac1 mut GTP: 96; Bim-Bcl-2: -6; Rab7 wt modul: 102; Bfl-1 Bim block: -7; Cdc42 wt: 94; Bcl-XL Bim block: -4; Rab2 wt GTP: 99; Bcl-W Bim block: -3; Rac1 wt GTP bind: 99

How did CCOC(=O)c1cccnc1SC(CC)C(=O)NCc1ccco1 (stereo not given) do in these assays?
Bim-Bcl-B: -7; HRas wt GTP bind: 101; Rac1 mut GTP: 99; Bim-Bcl-2: -4; Rab7 wt modul: 101; Bfl-1 Bim block: -5; Cdc42 wt: 101; Bcl-XL Bim block: -2; Rab2 wt GTP: 103; Bcl-W Bim block: 4; Rac1 wt GTP bind: 103

What do the screens show for `COc1n[nH]c(C(=O)Nc2cc(F)ccc2C)c1[N+](=O)[O-]`?
Bim-Bcl-B: -6; HRas wt GTP bind: 101; Rac1 mut GTP: 99; Bim-Bcl-2: -4; Rab7 wt modul: 97; Bfl-1 Bim block: 0; Cdc42 wt: 103; Bcl-XL Bim block: -5; Rab2 wt GTP: 101; Bcl-W Bim block: -5; Rac1 wt GTP bind: 104

What do the screens show for `CC1Cn2c(nnc2-c2ccccc2O)S1` (stereo not given)?
Bim-Bcl-B: -4; HRas wt GTP bind: 100; Rac1 mut GTP: 96; Bim-Bcl-2: -9; Rab7 wt modul: 99; Bfl-1 Bim block: -12; Cdc42 wt: 102; Bcl-XL Bim block: -2; Rab2 wt GTP: 100; Bcl-W Bim block: 0; Rac1 wt GTP bind: 101

What do the screens show for `O=C(CSc1ccc(-c2ccccn2)nn1)NCc1ccc(Cl)cc1`?
Bim-Bcl-B: 0; HRas wt GTP bind: 92; Rac1 mut GTP: 93; Bim-Bcl-2: 1; Rab7 wt modul: 92; Bfl-1 Bim block: 1; Cdc42 wt: 94; Bcl-XL Bim block: 1; Rab2 wt GTP: 95; Bcl-W Bim block: 0; Rac1 wt GTP bind: 92

Results for CCC(NC(=O)CCl)c1ccc(C)cc1 (stereo not given) ?
Bim-Bcl-B: -3; HRas wt GTP bind: 95; Rac1 mut GTP: 96; Bim-Bcl-2: -3; Rab7 wt modul: 96; Bfl-1 Bim block: -7; Cdc42 wt: 97; Bcl-XL Bim block: -4; Rab2 wt GTP: 97; Bcl-W Bim block: -2; Rac1 wt GTP bind: 101

Results for CCCOc1ccccc1C(=O)N(Cc1cccs1)C1CCS(=O)(=O)C1 (stereo not given) ?
Bim-Bcl-B: -2; HRas wt GTP bind: 101; Rac1 mut GTP: 99; Bim-Bcl-2: -5; Rab7 wt modul: 99; Bfl-1 Bim block: -1; Cdc42 wt: 101; Bcl-XL Bim block: -5; Rab2 wt GTP: 99; Bcl-W Bim block: 1; Rac1 wt GTP bind: 102

What do the screens show for `CCCCNc1nc2c(c(=O)n(C)c(=O)n2C)n1Cc1cccc(OC)c1`?
Bim-Bcl-B: -2; HRas wt GTP bind: 101; Rac1 mut GTP: 99; Bim-Bcl-2: -4; Rab7 wt modul: 96; Bfl-1 Bim block: -1; Cdc42 wt: 104; Bcl-XL Bim block: -5; Rab2 wt GTP: 101; Bcl-W Bim block: -3; Rac1 wt GTP bind: 103

The closing 2 compounds of the part before lead into the next:
Results for CCCOc1ccccc1C(=O)N(Cc1cccs1)C1CCS(=O)(=O)C1 (stereo not given) ?
Bim-Bcl-B: -2; HRas wt GTP bind: 101; Rac1 mut GTP: 99; Bim-Bcl-2: -5; Rab7 wt modul: 99; Bfl-1 Bim block: -1; Cdc42 wt: 101; Bcl-XL Bim block: -5; Rab2 wt GTP: 99; Bcl-W Bim block: 1; Rac1 wt GTP bind: 102

What do the screens show for `CCCCNc1nc2c(c(=O)n(C)c(=O)n2C)n1Cc1cccc(OC)c1`?
Bim-Bcl-B: -2; HRas wt GTP bind: 101; Rac1 mut GTP: 99; Bim-Bcl-2: -4; Rab7 wt modul: 96; Bfl-1 Bim block: -1; Cdc42 wt: 104; Bcl-XL Bim block: -5; Rab2 wt GTP: 101; Bcl-W Bim block: -3; Rac1 wt GTP bind: 103

Results for COC(=O)Cc1ccc(NC(=S)Nc2cccc(C)n2)cc1 ?
Bim-Bcl-B: -16; HRas wt GTP bind: 95; Rac1 mut GTP: 95; Bim-Bcl-2: -7; Rab7 wt modul: 96; Bfl-1 Bim block: 8; Cdc42 wt: 93; Bcl-XL Bim block: -1; Rab2 wt GTP: 95; Bcl-W Bim block: -1; Rac1 wt GTP bind: 96

Results for S=C(NCCSCc1c(Cl)cccc1Cl)Nc1ccccc1 ?
Bim-Bcl-B: 0; HRas wt GTP bind: 98; Rac1 mut GTP: 96; Bim-Bcl-2: -2; Rab7 wt modul: 95; Bfl-1 Bim block: -2; Cdc42 wt: 97; Bcl-XL Bim block: -3; Rab2 wt GTP: 96; Bcl-W Bim block: -2; Rac1 wt GTP bind: 95

How did CN(C[C@@H](Cc1cccc2ccccc12)N(C[C@H](Cc1ccccc1)N(CCc1ccccc1)N=O)N=O)N=O do in these assays?
Bim-Bcl-B: -4; HRas wt GTP bind: 99; Rac1 mut GTP: 98; Bim-Bcl-2: -1; Rab7 wt modul: 98; Bfl-1 Bim block: -1; Cdc42 wt: 100; Bcl-XL Bim block: -4; Rab2 wt GTP: 98; Bcl-W Bim block: -1; Rac1 wt GTP bind: 100

Results for COC(=O)CC1=Nc2ccccc2NC(=O)C1 ?
Bim-Bcl-B: -4; HRas wt GTP bind: 103; Rac1 mut GTP: 98; Bim-Bcl-2: -4; Rab7 wt modul: 100; Bfl-1 Bim block: -9; Cdc42 wt: 100; Bcl-XL Bim block: 1; Rab2 wt GTP: 100; Bcl-W Bim block: 4; Rac1 wt GTP bind: 99

What do the screens show for `O=C(CCN1C(=O)c2ccccc2C1=O)Nc1ccccc1C(=O)N1CCOCC1`?
Bim-Bcl-B: -10; HRas wt GTP bind: 104; Rac1 mut GTP: 99; Bim-Bcl-2: -12; Rab7 wt modul: 103; Bfl-1 Bim block: -10; Cdc42 wt: 106; Bcl-XL Bim block: -6; Rab2 wt GTP: 102; Bcl-W Bim block: -1; Rac1 wt GTP bind: 107

What do the screens show for `O=c1c(Cc2ccc(F)cc2)c(O)ccn1C1CCCCC1`?
Bim-Bcl-B: -8; HRas wt GTP bind: 101; Rac1 mut GTP: 97; Bim-Bcl-2: -5; Rab7 wt modul: 100; Bfl-1 Bim block: -15; Cdc42 wt: 99; Bcl-XL Bim block: -2; Rab2 wt GTP: 99; Bcl-W Bim block: -1; Rac1 wt GTP bind: 103

How did CC(=O)C1=C(O)C(=O)N(Cc2ccco2)C1c1cccc(F)c1 (stereo not given) do in these assays?
Bim-Bcl-B: -4; HRas wt GTP bind: 93; Rac1 mut GTP: 92; Bim-Bcl-2: -2; Rab7 wt modul: 94; Bfl-1 Bim block: -3; Cdc42 wt: 95; Bcl-XL Bim block: -2; Rab2 wt GTP: 95; Bcl-W Bim block: -5; Rac1 wt GTP bind: 96

How did Cc1nc(SC2CC(=O)N(c3ccc([N+](=O)[O-])cc3)C2=O)nc2c1CCCC2 (stereo not given) do in these assays?
Bim-Bcl-B: -2; HRas wt GTP bind: 99; Rac1 mut GTP: 98; Bim-Bcl-2: -2; Rab7 wt modul: 98; Bfl-1 Bim block: 0; Cdc42 wt: 100; Bcl-XL Bim block: 0; Rab2 wt GTP: 97; Bcl-W Bim block: 0; Rac1 wt GTP bind: 99

How did Cc1cc(NC(=O)CSc2nnc(-c3ccncc3)n2-c2ccccc2)no1 do in these assays?
Bim-Bcl-B: -2; HRas wt GTP bind: 96; Rac1 mut GTP: 97; Bim-Bcl-2: 4; Rab7 wt modul: 98; Bfl-1 Bim block: -2; Cdc42 wt: 93; Bcl-XL Bim block: -1; Rab2 wt GTP: 97; Bcl-W Bim block: -1; Rac1 wt GTP bind: 96

Results for O=C(NCC1CCCO1)c1ccc(Cl)c(F)c1F (stereo not given) ?
Bim-Bcl-B: -3; HRas wt GTP bind: 102; Rac1 mut GTP: 100; Bim-Bcl-2: -6; Rab7 wt modul: 103; Bfl-1 Bim block: -15; Cdc42 wt: 102; Bcl-XL Bim block: 0; Rab2 wt GTP: 101; Bcl-W Bim block: 2; Rac1 wt GTP bind: 101

Results for COc1ccc(-c2cc(C(F)F)n3ncc(C(=O)N4CCc5ccccc54)c3n2)cc1 ?
Bim-Bcl-B: -7; HRas wt GTP bind: 106; Rac1 mut GTP: 99; Bim-Bcl-2: -2; Rab7 wt modul: 109; Bfl-1 Bim block: 0; Cdc42 wt: 105; Bcl-XL Bim block: -3; Rab2 wt GTP: 105; Bcl-W Bim block: -1; Rac1 wt GTP bind: 104

Results for Cc1ccccc1NS(=O)(=O)c1cc(C(=O)NCCSC2CCCCC2)ccc1C ?
Bim-Bcl-B: -4; HRas wt GTP bind: 106; Rac1 mut GTP: 101; Bim-Bcl-2: -4; Rab7 wt modul: 98; Bfl-1 Bim block: -3; Cdc42 wt: 106; Bcl-XL Bim block: -2; Rab2 wt GTP: 106; Bcl-W Bim block: -3; Rac1 wt GTP bind: 104

What do the screens show for `COc1cc(/C=N/N2CCN(C3c4ccccc4-c4ccccc43)CC2)ccc1O`?
Bim-Bcl-B: -18; HRas wt GTP bind: 99; Rac1 mut GTP: 93; Bim-Bcl-2: -12; Rab7 wt modul: 98; Bfl-1 Bim block: -16; Cdc42 wt: 97; Bcl-XL Bim block: 0; Rab2 wt GTP: 98; Bcl-W Bim block: -2; Rac1 wt GTP bind: 92

What do the screens show for `COc1ccc(C(=O)n2nc(C)cc2Nc2ccccc2)cc1`?
Bim-Bcl-B: -6; HRas wt GTP bind: 101; Rac1 mut GTP: 99; Bim-Bcl-2: -7; Rab7 wt modul: 102; Bfl-1 Bim block: -8; Cdc42 wt: 97; Bcl-XL Bim block: -3; Rab2 wt GTP: 100; Bcl-W Bim block: 5; Rac1 wt GTP bind: 99

How did CCN1C(=O)/C(=C\c2cn(CCC#N)nc2-c2ccc(F)cc2)SC1=S do in these assays?
Bim-Bcl-B: -14; HRas wt GTP bind: 101; Rac1 mut GTP: 100; Bim-Bcl-2: -1; Rab7 wt modul: 100; Bfl-1 Bim block: -6; Cdc42 wt: 100; Bcl-XL Bim block: -1; Rab2 wt GTP: 100; Bcl-W Bim block: 0; Rac1 wt GTP bind: 102

How did CCCCc1c(O)nc(N2CCN(Cc3ccccc3)CC2)[nH]c1=O do in these assays?
Bim-Bcl-B: 0; HRas wt GTP bind: 105; Rac1 mut GTP: 102; Bim-Bcl-2: 0; Rab7 wt modul: 101; Bfl-1 Bim block: -2; Cdc42 wt: 108; Bcl-XL Bim block: 0; Rab2 wt GTP: 104; Bcl-W Bim block: -1; Rac1 wt GTP bind: 106
